# High-throughput results deposited in PubChem by several laboratories.
# RGS4 inh = RGS4 inhibitors, primary screen, cell-based, HEK293 M3R inducible RGS4, calcium flux; Fluo-4 calcium flux; stronger effect = higher value; triggered by carbachol at its EC20; B-score at 10 µM; Regulator of G-protein signaling 4 (Homo sapiens), P49798; 310,000 compounds, 0.45% hits;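 active means B-score, a plate-corrected calcium signal, over three deviations above library mean, with baseline fluorescence within five deviations of library mean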;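 further: RGS4 expression induced by doxycycline in cells with stable M3 receptor; B-score is computed from the integrated fluorescence ratio over baseline after carbachol; higher B-score means a larger calcium signal and so more RGS4 inhibition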
# Target sequence (P49798 whole entry, looked up): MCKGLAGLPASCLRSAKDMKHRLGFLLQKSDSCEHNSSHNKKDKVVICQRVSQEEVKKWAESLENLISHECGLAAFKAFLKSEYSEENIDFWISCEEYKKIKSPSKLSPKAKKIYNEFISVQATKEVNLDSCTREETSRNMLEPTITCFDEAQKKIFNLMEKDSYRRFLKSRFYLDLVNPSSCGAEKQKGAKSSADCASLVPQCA
# MrgX1 antag = antagonists of human MrgX1 receptor, primary screen, HEK293 cells, Fluo-4 calcium flux. Mas-related G-protein coupled receptor member X1 (Homo sapiens), Q96LB2. B-score at 10 µM. BAM8-22 antagonism; stronger effect = lower value. 310,000 compounds, 1.3% hits;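 active means calcium-response B-score plate-corrected more than 3 library SD below zero, starting fluorescence within 5 deviations, no agonist response on first addition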;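 further: peak minus trough fluorescence over baseline after final BAM8-22 challenge near maximal dose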
# RGS4 act = RGS4 potentiators or activators, primary screen, cell-based, HEK293 M3R inducible RGS4, calcium flux | carbachol calcium flux Fluo4; stronger effect = lower value | 310,000 compounds, 0.92% hits | B-score at 10 µM;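 active means B-score of the integrated calcium signal more than 4 SD below the library mean, with starting fluorescence not abnormally high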;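 further: negative B-score means reduced calcium response which marks RGS4 activation or potentiation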
#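 System: HEK293 FlpIn-TREx cells, stable M3R, doxycycline-inducible RGS4. Timing: overnight RGS4 induction, 30 min dye load 37 °C, 20 min compound RT. Also added: carbachol, ECmax concentration. Measured by: Fluo4 fluorescence kinetic imaging of calcium. Evaluation: integrated calcium ratio converted to B score.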
# TRPC6 inh = mouse TRPC6 channel inhibitors, primary screen, cell-based, HEK293, membrane potential dye. ACh-evoked depolarization; stronger effect = lower value. Short transient receptor potential channel 6 (Mus musculus), Q61143. AID 2553, 2010. B-score at 10 µM. 310,000 compounds, 1.1% hits;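 active means B-score under library mean minus 3 SD, initial fluorescence not abnormally high, positive integrated signal ratio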;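 further: B-score derived from integrated fluorescence ratio over the kinetic read; more negative B-score means stronger inhibition of depolarization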
# Target sequence (Q61143 whole entry, looked up): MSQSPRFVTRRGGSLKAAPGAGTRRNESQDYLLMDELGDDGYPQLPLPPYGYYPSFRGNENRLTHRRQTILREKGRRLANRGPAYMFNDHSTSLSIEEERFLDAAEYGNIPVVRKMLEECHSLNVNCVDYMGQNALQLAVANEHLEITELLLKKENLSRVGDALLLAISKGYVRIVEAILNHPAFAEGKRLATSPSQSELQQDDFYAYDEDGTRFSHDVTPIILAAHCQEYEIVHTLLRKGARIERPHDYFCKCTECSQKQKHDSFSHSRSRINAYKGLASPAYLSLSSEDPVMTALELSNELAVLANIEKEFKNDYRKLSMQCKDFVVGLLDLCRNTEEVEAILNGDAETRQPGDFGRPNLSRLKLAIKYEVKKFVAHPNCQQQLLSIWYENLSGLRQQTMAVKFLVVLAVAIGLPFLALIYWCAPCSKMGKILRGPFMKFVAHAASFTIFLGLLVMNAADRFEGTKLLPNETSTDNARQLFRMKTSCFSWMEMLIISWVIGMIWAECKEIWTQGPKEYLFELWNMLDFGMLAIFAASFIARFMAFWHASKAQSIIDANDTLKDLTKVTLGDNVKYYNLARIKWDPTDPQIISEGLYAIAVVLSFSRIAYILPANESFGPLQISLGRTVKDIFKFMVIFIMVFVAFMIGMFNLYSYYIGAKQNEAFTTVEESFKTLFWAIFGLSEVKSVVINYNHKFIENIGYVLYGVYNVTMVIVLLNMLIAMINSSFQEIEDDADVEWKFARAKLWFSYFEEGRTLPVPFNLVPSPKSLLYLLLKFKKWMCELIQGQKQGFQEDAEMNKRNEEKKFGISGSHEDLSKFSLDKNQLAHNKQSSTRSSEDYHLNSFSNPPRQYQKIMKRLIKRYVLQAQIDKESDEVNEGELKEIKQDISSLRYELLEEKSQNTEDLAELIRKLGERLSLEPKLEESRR
# MrgX1 agonist = agonists of human MrgX1 receptor, primary screen, HEK293 cells, Fluo-4 calcium flux; Fluo-4 calcium fluorescence, agonist mode; stronger effect = higher value; B-score at 10 µM; 310,000 compounds, 0.44% hits; AID 588627, 2011;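 active means calcium response B-score plate-corrected fluorescence ratio at least 3 library SD, with starting fluorescence B-score inside 5 SD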
#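 System – MrgX1-expressing HEK293 cells · Incubation – cells plated overnight, dye loaded 0.5 h 37 °C, 0.5 h room temperature · Technique – kinetic Fluo-4 NW fluorescence of intracellular calcium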
# HDAC3 inh = HDAC3 deacetylase inhibitors, primary screen, biochemical, fluorescence, cell-free homogeneous | recombinant HDAC3, fluorogenic peptide/trypsin coupled | inhibition, % at 8.3 µM | 320,000 compounds, 0.15% hits | AID 2718, 2010; in the data active means inhibition above about 26%, passing the limit was not always enough; inconclusive means no clear call, values can overlap the other calls
# TMEM16A inh = TMEM16A chloride channel inhibitors, primary screen, cell-based, HTS. Anoctamin-1 (Mus musculus), Q8BHY3. HEK293 TMEM16A/YFP iodide influx fluorescence, ionomycin. normalized B-score (activity score, 25-100; higher = stronger inhibition) at 10 µM. 310,000 compounds, 1.2% hits;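 active means ratio plate-corrected score three or more library SD toward inhibition, starting fluorescence score within five deviations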;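 further: score derived from kinetic fluorescence span divided by baseline fluorescence per well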
# MrgX1 PAM = positive allosteric modulators of MrgX1, primary screen, HEK293 cells, Fluo-4 calcium flux; 310,000 compounds, 0.63% hits; AID 588675, 2011; B-score at 10 µM; FDSS; stronger effect = higher value;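 active means plate-corrected calcium response at least 3 library SD above typical, normal starting fluorescence, not activating the receptor alone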;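 further: compound read alongside a low EC10 to EC30 dose of BAM8-22 agonist; peak minus trough fluorescence over baseline measured at the second addition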
# SKKanGAS inh = S. pyogenes SKKanGAS growth inhibitors in kanamycin, primary screen, streptokinase expression inhibitor project, SKKanGAS strain, BacTiter-Glo luminescence; 6 h; inhibition, % at 7.5 µM; 300,000 compounds, 1.3% hits; AID 1662, 2009;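 active means mean replicate score, as percent of positive control median, at least 50; inconclusive means mean below 50 but one replicate at or above 50; inactive means mean and every replicate below 50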;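 further: strain carries kanamycin resistance gene driven by streptokinase promoter and grows in 40 µg/ml kanamycin; loss of luminescence reflects streptokinase promoter inhibition or plain growth inhibition; 0% = median of DMSO wells and 100% = positive control at its reference dose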
# TMEM16A act = TMEM16A chloride channel activators or potentiators, primary screen, cell-based, HTS | Anoctamin-1 (Mus musculus), Q8BHY3 | HEK293 TMEM16A/YFP-H148Q/I152L, iodide quench fluorescence; stronger effect = lower value | B-score at 10 µM | 340,000 compounds, 0.3% hits | AID 623877, 2012;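 active means fluorescence-ratio B-score plate-corrected deviation score at least 3 library SD below zero, with starting fluorescence score within 5 deviations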;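 further: channel opened by trigger with iodide after compound preincubation; score built on the fluorescence ratio of max minus min over baseline; more negative score means more quench and so TMEM16A activation or potentiation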
# TRPC6 act = mouse TRPC6 channel activators, primary screen, cell-based, HEK293, membrane potential dye | B-score at 10 µM | 310,000 compounds, 0.13% hits | Short transient receptor potential channel 6 (Mus musculus), Q61143 | HEK293-TRPC6 membrane potential dye fluorescence; stronger effect = higher value;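 active means B-score of the integrated fluorescence ratio above library mean plus 3 SD, and starting fluorescence ratio within library mean plus 5 SD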;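 further: higher score means more depolarization so channel activation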
# An asterisk follows results filed as active; i = inactive; u = inconclusive; x = not tested or not shown.
SMILES,RGS4 inh,MrgX1 antag,RGS4 act,TRPC6 inh,MrgX1 agonist,HDAC3 inh,TMEM16A inh,MrgX1 PAM,SKKanGAS inh,TMEM16A act,TRPC6 act
CCN1C(=O)[C@H]2[C@@H](c3ccc(OC)cc3)N3C(=O)CN(CC4CC4)C(=O)[C@@]3(C)[C@H]2C1=O,i,i,i,i,i,3,i,i,2,i,i
CNC(=O)NC(=O)COC(=O)CCCSc1nc2ccccc2s1,i,i,i,i,i,2,i,i,3,i,i
Cc1ccc(NC(=O)NNC(=O)C2CC(c3cccnc3)=NO2)cc1 (stereo not drawn),i,i,i,i,i,-2,i,i,3,i,i
O=C(NCCOc1ccc(Cl)cc1)c1ccc2ccccc2n1,i,i,i,i,i,3,i,i,-15,i,i
CC(c1ccon1)N(C)Cc1c(C(=O)N(C)Cc2ccccc2)nc2ccccn12 (stereo not drawn),i,i,i,i,i,2,i,i,x,i,i
COCc1cc(OC)nc(-c2csc(C)n2)n1,i,i,i,i,i,0,i,i,-2,i,i
CCn1c(=O)c(=O)[nH]c2cc(C(=O)N3CCN(c4ccccc4F)CC3)ccc21,i,i,i,i,i,-4,i,i,-2,i,i
Cc1ccc(S(=O)(=O)N(C)c2ccc(OCC(=O)O)cc2)cc1,i,i,i,i,i,0,i,i,4,i,i
CC(=O)c1ccccc1OCCn1nc(C(=O)O)c2ccccc2c1=O,i,i,i,i,i,-4,i,i,-8,i,i
CS(=O)(=O)c1ccc(C(=O)OCC(=O)N(CCc2ccccc2)Cc2ccccc2)cc1,i,i,i,i,i,13,i,i,-5,i,i
O=C(NCc1nc2ccccc2[nH]1)C1=C[C@@H](C2CC2)C[C@@H](OCc2ccc(CO)cc2)O1,i,i,i,i,i,0,i,i,-3,i,i
CN(C)C(=O)c1ccc(NC(=O)COC(=O)/C=C/c2cccs2)cc1,i,i,i,i,i,7,i,i,-4,i,i
O=C(Nc1cccc(-c2csc(Nc3ccccc3)n2)c1)c1cc([N+](=O)[O-])cc(C(F)(F)F)c1,i,i,i,i,i,-2,i,i,39,i,i
O=C(Nc1ccc(F)cc1F)Nc1ccc(F)cc1F,i,i,i,i,i,2,i,i,3,i,i
COc1ccc(Br)cc1C(=O)Nc1ccc(N2CCN(S(C)(=O)=O)CC2)cc1,i,i,i,i,i,3,i,i,11,i,i
COC(=O)CSc1nc2sc(C)c(C)c2c(=O)n1C,i,i,i,i,i,0,i,i,-2,i,i
Cc1cccc(-c2nnc(SCC3CNC(=O)O3)n2-c2ccc(Cl)cc2)c1 (stereo not drawn),i,i,i,i,i,x,i,i,-4,i,i
Cc1ccc2c(c1)C(c1ccc(F)cc1)N(C(=O)c1ccc(S(=O)(=O)N(C)C)cc1)CC(=O)N2 (stereo not drawn),i,i,i,i,i,7,i,i,0,i,i
CCCc1cc(=O)oc2c3c(cc(OCC(=O)NCCN4CCOCC4)c12)OC(C)(C)CC3,i,i,i,i,i,-71,i,i,2,i,i
COc1cccc(/C=C2/CN(C)CC3=C2OC(N)=C(C#N)C3c2cccc(OC)c2)c1 (stereo not drawn),i,i,i,i,i,5,i,i,6,i,i
CCOc1ccccc1N(CC(=O)NCc1ccncc1)S(=O)(=O)c1ccccc1,i,i,i,i,i,-7,i,i,-5,i,i
Clc1ccccc1CSc1nncn1NC/C=C/c1ccccc1,i,i,i,i,i,10,i,i,-1,i,i
Oc1ccc(C[C@H]2CNCCN2CCc2cccc(F)c2)cc1,i,i,i,i,i,4,i,i,-5,i,i
O=C(Nc1nc2ccccc2s1)c1c(F)cccc1Cl,i,i,i,i,i,-5,i,i,1,i,i
COc1ccc(C2(c3ccc(OC)cc3)NC(=O)N(Cn3nnc4ccccc4c3=O)C2=O)cc1,i,i,i,i,i,4,i,i,-4,i,i
CCCCN(C)CCNC(=S)Nc1ccc2nc(N3CCN(CC)CC3)cc(C)c2c1,i,i,i,i,i,1,i,i,2,i,i
Cc1ccc(S(=O)(=O)c2c[nH]c3ccc(Cl)cc3c2=O)cc1,i,i,i,i,i,-3,i,i,0,i,i
COC(=O)c1ccc(CNCC(O)COc2ccc(-c3ccccc3)cc2)cc1 (stereo not drawn),i,i,i,i,i,1,i,i,4,i,i
CCN(CC)S(=O)(=O)c1ccc2nc(NC(=O)c3ccco3)sc2c1,i,i,i,i,i,14,i,i,-2,i,i
Cc1ccc(C(=O)OCC(=O)N(C)c2c(N)n(Cc3ccccc3)c(=O)[nH]c2=O)s1,i,i,i,i,i,-5,i,i,-26,i,i
O=C1CC(/C=C/c2ccccc2)=Nc2ccccc2N1,i,i,i,i,i,8,i,i,-2,i,i
CC1(C)CC(NC(=O)c2c(N)no[n+]2[O-])CC(C)(C)N1,i,i,i,i,i,4,i,i,-7,i,i
CCCCN(Cc1cc2cccc(C)c2[nH]c1=O)S(C)(=O)=O,i,i,i,i,i,-1,i,i,7,i,i
O=[N+]([O-])c1ncccc1OCc1ccc(-c2ccccc2)cc1,i,i,i,i,i,-4,i,i,12,i,i
Cc1ccnc(NC(=O)COc2ccc3c(c2)CCC3)c1,i,i,i,i,i,-7,i,i,-1,i,i
CCOC(=O)CN1C(=O)/C(=C/c2cccc(Br)c2)Oc2ccccc21,i,i,i,i,i,-2,i,i,4,i,i
Cc1ccc(Nc2nc(-c3cccnc3)cs2)cc1Cl,i,i,i,i,i,-2,i,i,-4,i,i
CC(C)CN(C(=O)c1cccc(S(=O)(=O)N2CCN(c3ccc(F)cc3)CC2)c1)C1CCS(=O)(=O)C1 (stereo not drawn),i,i,i,i,i,-1,i,i,-3,i,i
O=c1[nH]c(CSc2nc(-c3ccc(F)cc3)cs2)nc2ccccc12,i,i,i,i,i,-8,i,i,-19,i,i
O=S(=O)(c1ccc2oc3ccc(S(=O)(=O)N4CCCCC4)cc3c2c1)N1CCCCC1,i,i,i,i,i,6,i,i,-3,i,i
O=C(c1ccc(NC2=NC3CS(=O)(=O)CC3S2)cc1)N1CCN(c2ccccc2F)CC1 (stereo not drawn),i,i,i,i,i,x,i,i,-1,i,i
COc1cccc2cc(C(N)=O)/c(=N\NC(=O)c3ccccc3)oc12,i,i,i,i,i,1,i,i,9,i,i
N/C(=N\OC(=O)C12CC3CC(CC(C3)C1)C2)c1cccnc1,i,i,i,i,i,3,i,i,1,i,i
COc1ccc(C2=CC(c3sccc3C)n3nnnc3N2)cc1 (stereo not drawn),i,i,i,i,i,-7,i,i,4,i,i
Cc1ccccc1NC(=O)Cc1nc(COC(=O)c2cc([N+](=O)[O-])ccc2NCCO)cs1,i,i,i,i,i,6,i,i,-2,i,i
c1ccc(-n2nnnc2SCCCSc2nc3ccccc3s2)cc1,i,i,i,i,i,-3,i,i,-3,i,i
O=C(c1nn(-c2ccccc2)c(=O)c2ccccc12)N1CCN(c2ccccn2)CC1,i,i,i,i,i,3,i,i,-6,i,i
Cc1cccc(C(=O)NC2=NCCS2)c1,i,i,i,i,i,4,i,i,3,i,i
COc1ccc(Cl)cc1C(=O)n1nc(C)cc1C,i,i,i,i,i,3,i,i,-17,i,i
CCCCC(=O)Nc1cc(OCC)c(NC(=S)NC)cc1OCC,i,i,i,i,i,-2,i,i,-1,i,i
# New compounds follow:
SMILES,RGS4 inh,MrgX1 antag,RGS4 act,TRPC6 inh,MrgX1 agonist,HDAC3 inh,TMEM16A inh,MrgX1 PAM,SKKanGAS inh,TMEM16A act,TRPC6 act
Cc1cc(Cn2nc(-c3ccccc3)cc2C(=O)NCc2cccc(C(F)(F)F)c2)on1,i,i,i,i,i,u,i,i,36,i,i
Cc1ccc2oc(C(=O)N3CCN(C)C[C@@H]3C(C)C)c(C)c2c1,i,i,i,i,i,8,i,i,2,i,i
COc1ccc(Oc2coc3cc(OC(=O)/C=C/c4ccccc4)ccc3c2=O)cc1,i,i,i,i,i,x,i,i,-1,i,i
COc1ccc(NC(=O)c2ccc(NC3=NC4CS(=O)(=O)CC4S3)cc2)cc1 (stereo not drawn),i,i,i,i,i,-2,i,i,0,i,i
COc1ccc(CCC(C)Nc2cccc(F)c2)cc1 (stereo not drawn),i,i,i,i,i,15,i,i,8,i,i
COc1ccc(CCN=Cc2c(C)[nH]n(-c3ccc([N+](=O)[O-])cc3)c2=O)cc1OC,i,i,i,i,i,-2,i,i,0,i,i
NC(=O)CSc1nc2ccccc2c(=O)n1Cc1ccco1,i,i,i,i,i,0,i,i,0,i,i
COc1ccccc1N1CCN(C(=O)c2sc3nc(C)nc(N4CCN(c5ccccn5)CC4)c3c2C)CC1,i,i,-8.2*,i,i,1,i,i,27,i,i
Cc1ccc(C(=O)O/N=C(\N)c2ccc(Br)cc2)cc1,i,i,i,i,i,-7,i,i,-6,i,i
O=C(CN1CCN(c2ccccn2)CC1)Nc1cccc(S(=O)(=O)N2CCCC2)c1,i,i,i,i,i,-4,i,i,0,i,i
CC(=O)Nc1nc(SCc2ccc(Cl)cc2Cl)n[nH]1,i,i,i,i,i,1,i,i,8,i,i
CCC1(C)CC(c2nc(-c3ccc(OC)cc3)cs2)CCS1 (stereo not drawn),i,i,i,i,i,2,i,i,17,i,i
COc1ccc(C)cc1NC(=O)C1CCN(S(=O)(=O)c2ccc3c(c2)NC(=O)CO3)CC1,i,i,i,i,i,-4,i,7.6*,0,i,i
O=C(COC(=O)C1(c2ccc(Cl)cc2)CCCC1)N1CCc2ccccc21,i,i,i,i,i,9,i,i,-6,i,i
O=C(NCN1C(=O)C2C3C=CC(C3)C2C1=O)Nc1nncs1 (stereo not drawn),i,-4.6*,i,i,i,5,i,i,-3,i,i
Cc1cccc(/C=N/NC(=O)Cn2nc(C)cc2C)n1,i,i,i,i,i,3,i,i,-5,i,i
